# T cruzi growth: inhibitors of T. cruzi proliferation | 77,000 tested, 5.9% active | T. cruzi beta-gal in NIH3T3, GalScreen luminescence, 90 h | inhibition, % at 8.34 µM | AID 624255;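 active means mean inhibition above about 93%, with at least 55% of replicates each passing it, limit read from the data, passing the limit was not always enough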
# C diff growth: blocks growth of Clostridium difficile; Clostridium difficile clinical isolate growth, OD600, 24 h; active compounds read low; growth activity, negative = inhibition, % at 16 µg/mL (by protocol); 86,000 tested, 0.25% active;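 active means mean growth activity at or below -80% and every replicate also at or below -80%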;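 further: 0% = DMSO wells and -100% = levofloxacin 16 µg/mL wells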
# Pf Dd2 inh: blocks growth of Plasmodium falciparum Dd2 parasites; activity change, % at 10 µM; 94,000 tested, 2.3% active; AID 1159554; P. falciparum Dd2 growth, SYBR Green, 72 h; active compounds read low; in the data active means activity change below about -80%
# KDM4C inh: KDM4C (human) demethylase inhibition | GST-KDM4C 2-372, H3K9me3 peptide, LANCE TR-FRET | Q9H3R0 | inhibition, % at 12.5 µM | 96,000 tested, 0.15% active | AID 720574;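 active means mean replicate inhibition above about 25%, with at least 55% of replicates also reaching it, limit read from the data, passing the limit was not always enough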
# Target sequence (Q9H3R0 2-372 limits assumed): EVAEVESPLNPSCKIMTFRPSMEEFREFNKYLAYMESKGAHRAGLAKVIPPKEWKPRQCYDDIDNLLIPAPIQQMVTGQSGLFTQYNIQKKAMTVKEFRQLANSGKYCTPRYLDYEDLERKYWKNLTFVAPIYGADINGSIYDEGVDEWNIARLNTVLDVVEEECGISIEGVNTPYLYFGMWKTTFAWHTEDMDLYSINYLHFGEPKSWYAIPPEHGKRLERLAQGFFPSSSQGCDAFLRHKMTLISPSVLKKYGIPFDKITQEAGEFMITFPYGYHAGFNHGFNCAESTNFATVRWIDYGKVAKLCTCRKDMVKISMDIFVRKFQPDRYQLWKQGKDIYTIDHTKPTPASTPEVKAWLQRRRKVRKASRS
#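 Compound: one test concentration per compound; Material: GST-GASC-1 enzyme fragment 2-372; Amount: GASC-1 enzyme at 10 nM final in reaction; Also added: H3K9me3 peptide substrate, Fe(II), 2-oxoglutarate; Technique: LANCE TR-FRET; Times: 30 min demethylation and 1 h detection at room temperature.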
# The depositor's hits bear a star; . = not tested or not shown; & = joins results of further samples.
SMILES,T cruzi growth,C diff growth,Pf Dd2 inh,KDM4C inh
COc1ccccc1-c1ccc2c(c1)O[C@H](CN(C)Cc1ccc3c(c1)OCO3)[C@H](C)CN([C@H](C)CO)S2(=O)=O,.,-2.1,-32.1,2.0
COc1ccc(-c2ccc(C3[C@@H]4CN(S(=O)(=O)c5ccccc5C)C[C@H]3N4)cc2)cc1 (stereo partly specified),.,5.0&-66.5,-66.2&-42.4,-1.1&-2.5
C[C@H]1CN([C@@H](C)CO)C(=O)CCCn2cc(nn2)CO[C@@H]1CN(C)C(=O)OCc1ccccc1,2.2,.,-18.5,.
O=C(C[C@H]1C[C@H]2c3cc(NS(=O)(=O)c4ccc(F)cc4)ccc3O[C@H]2[C@H](CO)O1)NCc1ccccc1,-31.1,.,-44.2,-4.1
CCNC(=O)C[C@H]1CC[C@@H]2[C@@H](COc3ccc(NC(=O)Nc4ccccc4Cl)cc3C(=O)N2C)O1,-1.2,14.8,-5.2,1.0
CCN1[C@@H]2Cn3c(ccc(-c4cccc(F)c4)c3=O)[C@H]1[C@@H](C(=O)N(C)C)[C@@H]2CO,2.8,-1.6,17.0,-0.8
Cc1noc(C)c1S(=O)(=O)Nc1ccc2c(c1)CC(=O)N([C@H](C)CO)C[C@@H](C)[C@@H](CN(C)S(C)(=O)=O)O2,29.4,6.1,9.3,-0.6
CCCC#Cc1cnc2c(c1)C(=O)N([C@H](C)CO)C[C@H](C)[C@H](CN(C)C(=O)c1ccc3c(c1)OCO3)O2,.,23.8,-57.3,-0.7
C[C@@H]1CN([C@@H](C)CO)C(=O)c2cc(NS(=O)(=O)c3ccccc3)ccc2O[C@@H](C)CCCCO[C@@H]1CN(C)C(=O)Cc1ccccc1,.,.,-40.7,0.6
CC(C)NC(=O)N(C)C[C@H]1Oc2c(NC(=O)c3cnccn3)cccc2C(=O)N([C@@H](C)CO)C[C@H]1C,.,9.7&-3.5,-2.5,-0.6
COCC(=O)Nc1ccc2c(c1)OC[C@@H](C)N(Cc1ccncc1)C[C@@H](C)[C@H](OC)CN(C)C2=O,-18.2,-1.3,4.6,0.4
CC(=O)N(C)C[C@H]1Oc2cc(-c3ccc(F)cc3)ccc2S(=O)(=O)N([C@H](C)CO)C[C@H]1C,-1.3,0.4,22.8,9.1
C[C@H]1CN([C@@H](C)CO)C(=O)c2cc(C#CC3CCCCC3)cnc2O[C@H]1CN(C)S(=O)(=O)c1ccccc1,103.5*,2.5,-50.0,0.1
CO[C@H]1CN(C)C(=O)c2ccc(NC(=O)C3CCCCC3)cc2OC[C@H](C)N(Cc2cccnc2)C[C@H]1C,40.6,11.5,-24.7,2.9
COc1ccc(NC(=O)N(C)C[C@@H]2Oc3ccc(NC(=O)Nc4ccc(F)cc4)cc3C(=O)N([C@H](C)CO)C[C@@H]2C)cc1,-19.9,-2.8,-2.5,1.6
Cc1noc(C)c1S(=O)(=O)Nc1cccc2c1O[C@@H](CN(C)S(=O)(=O)c1cccs1)[C@@H](C)CN([C@H](C)CO)C2=O,3.1,-4.6,-16.3,-2.2
C[C@H](CO)N1C[C@H](C)[C@H](CN(C)C(=O)c2ccc(F)cc2)OCc2ccccc2-c2c(n(C)c3ccccc23)C1=O,59.7,.,-85.7*,-1.8
C[C@@H]1CCCCO[C@H](CN(C)S(=O)(=O)c2cn(C)cn2)[C@@H](C)CN([C@H](C)CO)C(=O)c2cc(NC(=O)Nc3cccc4ccccc34)ccc2O1,27.2,6.5,10.2,-0.1
C[C@@H]1CN([C@@H](C)CO)S(=O)(=O)c2ccc(C3=CCCCC3)cc2O[C@@H]1CN(C)Cc1cncnc1,44.6,-8.2,29.2,2.7
Cc1ccc(S(=O)(=O)N[C@@H]2CC[C@H](CCNC(=O)C3CCC3)O[C@H]2CO)cc1,.,0.7,7.9,-1.9
CN1c2ccc(Br)cc2[C@H]2[C@H](CCN2S(=O)(=O)c2ccc(F)cc2)[C@H]1CO,68.2,-3.1,19.8,-2.3
CC(C)C#Cc1ccc2c(c1)O[C@@H](CN(C)C(=O)c1cccc(F)c1)[C@@H](C)CN([C@H](C)CO)S2(=O)=O,104.7*,15.9,-67.2,-1.2
CC(C)CC#Cc1ccc2c(c1)O[C@@H](CN(C)C(=O)c1ccccn1)[C@@H](C)CN([C@H](C)CO)S2(=O)=O,74.4,-1.5,-38.5,-2.2
C[C@H](CO)N1C[C@H](C)[C@@H](CN(C)S(=O)(=O)c2ccc(Cl)cc2)OCc2cn(nn2)CCCC1=O,-8.6,.,0.6,1.0
C[C@H]1CN([C@@H](C)CO)C(=O)Cc2cc(NC(=O)CCCN(C)C)ccc2O[C@@H]1CN(C)S(C)(=O)=O,47.3,1.1,-1.9,3.0

# Another view of 4 compounds above:
COc1ccc(NC(=O)N(C)C[C@@H]2Oc3ccc(NC(=O)Nc4ccc(F)cc4)cc3C(=O)N([C@H](C)CO)C[C@@H]2C)cc1
  T cruzi growth: -19.9 | C diff growth: -2.8 | Pf Dd2 inh: -2.5 | KDM4C inh: 1.6
Cc1noc(C)c1S(=O)(=O)Nc1cccc2c1O[C@@H](CN(C)S(=O)(=O)c1cccs1)[C@@H](C)CN([C@H](C)CO)C2=O
  T cruzi growth: 3.1 | C diff growth: -4.6 | Pf Dd2 inh: -16.3 | KDM4C inh: -2.2
C[C@H](CO)N1C[C@H](C)[C@H](CN(C)C(=O)c2ccc(F)cc2)OCc2ccccc2-c2c(n(C)c3ccccc23)C1=O
  T cruzi growth: 59.7 | C diff growth: . | Pf Dd2 inh: -85.7* | KDM4C inh: -1.8
C[C@@H]1CCCCO[C@H](CN(C)S(=O)(=O)c2cn(C)cn2)[C@@H](C)CN([C@H](C)CO)C(=O)c2cc(NC(=O)Nc3cccc4ccccc34)ccc2O1
  T cruzi growth: 27.2 | C diff growth: 6.5 | Pf Dd2 inh: 10.2 | KDM4C inh: -0.1

# Next part
SMILES,T cruzi growth,C diff growth,Pf Dd2 inh,KDM4C inh
CCC(=O)Nc1ccc2c(c1)C(=O)N(C)[C@H]1CC[C@@H](CC(=O)NCCCN(C)C)O[C@@H]1CO2,9.5,-8.7,-6.5,2.5
C/C=C/c1ccc([C@@H]2[C@@H](CN(C)C(C)=O)N(C(=O)NC(C)C)[C@H]2CO)cc1,-35.2,-2.5,-22.6,-0.8
C[C@H]1CN([C@@H](C)CO)C(=O)c2cc(NS(=O)(=O)c3ccc(F)cc3)ccc2O[C@H]1CN(C)S(=O)(=O)c1ccc(Cl)cc1,34.2,-4.2,4.1,-1.9
C[C@H](CO)N1C[C@H](C)[C@H](CN(C)S(=O)(=O)c2ccc(F)cc2)Oc2ccc(NC(=O)Nc3ccccc3)cc2CC1=O,24.8,-4.6,-6.2,-1.2
C[C@@H]1CN([C@H](C)CO)C(=O)c2cccc(NC(=O)Nc3ccc4c(c3)OCO4)c2O[C@@H]1CN(C)S(=O)(=O)c1cccs1,72.7,.,1.4,0.3
CS(=O)(=O)N1CCCCN2[C@H](C1)[C@@H](c1ccc(C#Cc3ccccn3)cc1)[C@@H]2CO,103.9*,-6.4,17.8,-0.7
C[C@@H]1CN([C@@H](C)CO)C(=O)c2c(c3ccccc3n2C)-c2ccccc2CO[C@@H]1CN(C)Cc1ccccc1C(F)(F)F,.,17.8,-86.9*,-3.4
COc1ccc(S(=O)(=O)Nc2ccc3c(c2)C(=O)N([C@@H](C)CO)C[C@H](C)[C@H](CN(C)C(=O)Nc2c(C)noc2C)OCCCC[C@@H](C)O3)cc1,-0.7,-4.3,28.4,-1.2
C[C@@H]1CN([C@@H](C)CO)C(=O)Cc2cc(NC(=O)CCC(F)(F)F)ccc2O[C@@H]1CN(C)C(=O)Nc1ccc(F)cc1,4.6,1.0,14.6,-0.7
CC(C)NC(=O)Nc1cccc2c1O[C@@H](CN(C)Cc1ccncc1)[C@@H](C)CN([C@@H](C)CO)C2=O,73.8,1.1,7.5,0.3
CCCC#Cc1cnc2c(c1)C(=O)N([C@H](C)CO)C[C@H](C)[C@H](CN(C)Cc1ccc(C(=O)O)cc1)O2,-3.2,-2.3,-7.1,-3.1
C[C@H]1CN([C@@H](C)CO)C(=O)c2c(c3ccccc3n2C)-c2ccccc2CO[C@@H]1CN(C)Cc1cccc(C(=O)O)c1,-83.7,3.9,-52.1,0.5
CO[C@@H]1CN(C)C(=O)c2ccc(NC(=O)Nc3cccc(F)c3)cc2OC[C@H](C)N(C(=O)C2CC2)C[C@H]1C,12.5,.,.,-2.0
CNC[C@H]1OCCCC[C@@H](C)Oc2ccc(NS(=O)(=O)c3c(C)noc3C)cc2C(=O)N([C@H](C)CO)C[C@H]1C,-21.3,0.6,-41.7,1.8
COc1ccc2c3c([nH]c2c1)[C@@H](CO)N(Cc1ccncc1)CC31CCN(C(=O)c2cccnc2)CC1,.,5.5,-20.2,0.9
C[C@@H]1CN([C@H](C)CO)C(=O)c2cc(C#CC3(O)CCCC3)cnc2O[C@@H]1CN(C)C(=O)C1CC1,-25.1,.,22.3,-1.5
COc1cccc(NC(=O)N2CC(=O)N3[C@H](CO)[C@H](c4ccc(C#CC5CCCC5)cc4)[C@H]3C2)c1,.,1.9,-39.0,9.8
O=C(C[C@@H]1CC[C@@H]2[C@H](COC[C@H](O)CN2S(=O)(=O)c2cccc(Cl)c2)O1)N1CCCCC1,10.0,10.0&2.2,-25.5,0.6
O=C(C[C@H]1C[C@H]2c3cc(NS(=O)(=O)c4ccccc4)ccc3O[C@H]2[C@H](CO)O1)NCC1CC1,7.2,1.1,-36.6,-1.3
COc1ccc(S(=O)(=O)Nc2ccc3c(c2)C(=O)N([C@H](C)CO)C[C@@H](C)[C@H](CN(C)C(=O)Nc2ccc(C(F)(F)F)cc2)OCCCC[C@@H](C)O3)cc1,58.6,10.2,-50.9,-2.5
C[C@H](CO)N1C[C@H](C)[C@H](CN(C)C(=O)CCC(F)(F)F)OCCCC[C@H](C)Oc2ccc(NC(=O)Cc3ccccc3)cc2C1=O,73.4,-0.2,.,1.5
C[C@H](CO)N1C[C@H](C)[C@H](CN(C)C(=O)C2CCOCC2)Oc2cc(-c3ccc(F)cc3)ccc2S1(=O)=O,57.8,-1.5,-18.1,-0.9
CN1c2ccc(Br)cc2[C@@H]2[C@@H](CCN2S(=O)(=O)c2ccccc2F)[C@H]1CO,58.3,-3.7,4.2,0.7
C[C@H]1CCCCO[C@H](CN(C)C(=O)NC2CCCCC2)[C@@H](C)CN([C@@H](C)CO)C(=O)c2cc(NC(=O)CCC(F)(F)F)ccc2O1,34.9,-4.1,-51.5,-1.1
O=C(C[C@@H]1CC[C@H]2[C@@H](COC[C@H](O)CN2Cc2ccc(C(F)(F)F)cc2)O1)NCCc1ccccc1,.,82.8&59.5,-1.1,1.2
# Continued:
SMILES,T cruzi growth,C diff growth,Pf Dd2 inh,KDM4C inh
CC(=O)Nc1ccc2c(c1)C(=O)N(C)[C@@H]1CC[C@H](CC(=O)NCc3ccc(Cl)cc3)O[C@@H]1CO2,18.9,1.3,-10.2,-1.5
O=C(C[C@@H]1C=C[C@H](NC(=O)c2ccc3c(c2)OCO3)[C@@H](CO)O1)NCc1ccc(Oc2ccccc2)cc1,-40.4,-2.4,-23.5,3.9
C[C@H](CO)N1C[C@H](C)[C@@H](CN(C)S(=O)(=O)c2cn(C)cn2)Oc2c(NS(=O)(=O)c3cn(C)cn3)cccc2C1=O,.,-6.5,31.1,1.4
COc1cccc(S(=O)(=O)N(C)C[C@H]2Oc3ncc(C#CCN(C)C)cc3C(=O)N([C@@H](C)CO)C[C@@H]2C)c1,66.1,3.5,-26.7,-0.3
COc1ccc(CN(C)C[C@@H]2Oc3c(NS(=O)(=O)c4ccccc4)cccc3C(=O)N([C@@H](C)CO)C[C@H]2C)cc1,-10.3,3.2,-11.2,-0.9
O=C(NCC[C@H]1CC[C@@H](NC(=O)C2CCCCC2)[C@H](CO)O1)c1ccc(F)cc1,-8.6,.,2.3,3.6
Cc1ccccc1S(=O)(=O)N[C@H]1CC[C@@H](CCn2cc(Cc3ccccc3)nn2)O[C@H]1CO,-21.8,-8.5,-20.9,0.9
COc1ccc2c3c(n(C)c2c1)[C@@H](CO)N(Cc1ccccc1Cl)CC31CCN(C(C)=O)CC1,.,8.6,-77.3,-1.1
C/C=C/c1ccc2c(c1)O[C@H](CN(C)C(=O)C1CCCCC1)[C@H](C)CN([C@@H](C)CO)S2(=O)=O,.,0.1,12.0,2.5
CC=Cc1ccc2n(c1=O)C[C@H]1[C@H](CO)[C@@H](C(=O)NCc3ccccn3)[C@@H]2N1CCC (mixture of isomers),108.3*,-6.6,-0.7,3.5
C[C@H](CO)N1C[C@H](C)[C@@H](CN(C)S(=O)(=O)c2ccc(F)cc2)Oc2cc(C#Cc3ccc(F)cc3)ccc2S1(=O)=O,107.4*,4.8,-48.3,-2.3
CCCNC(=O)N1C[C@H](C)[C@@H](OC)CN(C)C(=O)c2ccc(NC(C)=O)cc2OC[C@@H]1C,.,-6.2,5.8,.
N#C[C@H]1[C@H](c2ccccc2)[C@H](CO)N1C(=O)c1ccc2c(c1)OCO2,51.4,13.0,-74.0,0.8
COc1ccc(CN(C)C[C@H]2OCCCC[C@@H](C)Oc3ccc(NS(=O)(=O)c4ccc(OC)cc4)cc3C(=O)N([C@@H](C)CO)C[C@@H]2C)cc1,50.2,-3.4,-58.9,-1.0
CC(C)C#Cc1cnc2c(c1)C(=O)N([C@@H](C)CO)C[C@@H](C)[C@@H](CN(C)C(=O)Nc1cccc(F)c1)O2,42.6,16.8,-35.4,-1.1
